TNAP act hiacc: TNAP activators at high phosphate acceptor level, primary screen, biochemical, luminescence, uHTS | Alkaline phosphatase, tissue-nonspecific isozyme (Homo sapiens), P05186 | purified TNAP, CDP-star luminescence, 1 M DEA, 30 min; hits give high values; 0 = EDTA background, 1 = DMSO-only activity | activation factor at 20 µM | 200,000 tested, under 10 active | AID 1136, 2008;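 active = activation factor at least 2 at 20 µM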
Target sequence (P05186 whole entry, looked up): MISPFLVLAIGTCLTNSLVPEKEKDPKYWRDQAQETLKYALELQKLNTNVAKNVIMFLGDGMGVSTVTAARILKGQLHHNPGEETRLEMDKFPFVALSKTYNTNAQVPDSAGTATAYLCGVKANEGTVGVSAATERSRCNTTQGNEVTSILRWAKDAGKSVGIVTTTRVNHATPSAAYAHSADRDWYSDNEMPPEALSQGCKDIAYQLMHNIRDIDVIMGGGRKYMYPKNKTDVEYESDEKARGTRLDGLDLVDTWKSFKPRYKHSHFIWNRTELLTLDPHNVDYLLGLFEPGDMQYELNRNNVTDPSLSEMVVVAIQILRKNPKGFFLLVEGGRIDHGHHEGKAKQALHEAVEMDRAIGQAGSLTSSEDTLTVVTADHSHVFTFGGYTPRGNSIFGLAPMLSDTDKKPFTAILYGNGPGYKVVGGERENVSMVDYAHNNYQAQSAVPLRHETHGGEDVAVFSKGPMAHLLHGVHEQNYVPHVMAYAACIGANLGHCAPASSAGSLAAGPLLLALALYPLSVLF
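Control set: EDTA negative control, DMSO positive control / Assay system: human TNAP / Quantity: TNAP 1/800 final / Evaluation: TNAP activation factor scaled between EDTA and DMSO control wells / Measured by: luminescent substrate turnover signal / Compound dosing: one dose, 20 µM / Times: 30 min enzyme reaction at room temperature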
APP transl inh: inhibitors of APP translation via 5'UTR reporter, primary screen, APP 5'UTR luciferase, SH-SY5Y cells. 190,000 tested, 0.82% active. SH-SY5Y APP 5'UTR-luciferase reporter, luminescence. inhibition, % at 2 µM;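 active = inhibition above a set limit, derived from the sample mean plus 3 SD, cut at about 45% in these data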; also: values of inactives mirror those of a sister screen read the other way
Lmaj promast: Leishmania major promastigote growth inhibition, primary screen | Leishmania major promastigotes, resazurin fluorescence viability | inhibition, % at 10 µM | 200,000 tested, 9% active; in the data active = inhibition above about 50%;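 also: promastigotes grown with compound for 44 hours at 28 °C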
bIAP inh: bovine intestinal alkaline phosphatase inhibitors, primary screen, selectivity assay for TNAP inhibitor project, biochemical, bovine IAP, CDP-star luminescence. alkaline phosphatase, intestinal [Bos taurus]. purified bovine IAP, 30 min. inhibition, % at 20 µM. 190,000 tested, under 10 active. AID 1019, 2008;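 active = over 50% inhibition of intestinal alkaline phosphatase at 20 µM in the single-dose screen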
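Assay system – bovine IAP enzyme · Quantity – bovine IAP at 1/65,000,000 final dilution · Detection – CDP-star luminescence signal · Times – 30 min reaction at room temperature · Also added – CDP-star substrate at 30 µM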
FLuc stim CS: FLuc activators, initial screening, artefact control for FLuc-dependent activation tests, biochemical, ATPlite luminescence. ATPlite luciferase biochemical, 10 min; 0 = ATP-free wells, 1 = DMSO control. Luciferin 4-monooxygenase (Photinus pyralis), P08659. activation factor at 10 µM. 200,000 tested, under 10 active;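 active = luciferase activation factor, scaled between plate controls, of at least 2 with compound at 10 µM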
Target sequence (P08659 whole entry, looked up): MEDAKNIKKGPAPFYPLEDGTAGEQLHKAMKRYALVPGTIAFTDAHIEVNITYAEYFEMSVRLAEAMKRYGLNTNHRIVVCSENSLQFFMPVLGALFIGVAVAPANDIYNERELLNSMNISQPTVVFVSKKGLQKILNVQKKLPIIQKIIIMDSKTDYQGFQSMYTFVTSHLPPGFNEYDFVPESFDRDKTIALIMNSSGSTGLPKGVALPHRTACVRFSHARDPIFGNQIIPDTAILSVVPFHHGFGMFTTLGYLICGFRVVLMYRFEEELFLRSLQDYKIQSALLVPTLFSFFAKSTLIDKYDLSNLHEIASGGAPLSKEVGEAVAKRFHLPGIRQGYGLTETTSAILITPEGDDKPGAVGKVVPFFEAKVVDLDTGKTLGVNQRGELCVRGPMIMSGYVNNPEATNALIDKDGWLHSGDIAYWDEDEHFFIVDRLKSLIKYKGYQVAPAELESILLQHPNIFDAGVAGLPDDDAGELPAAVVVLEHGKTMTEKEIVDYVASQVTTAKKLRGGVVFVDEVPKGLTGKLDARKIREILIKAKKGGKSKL
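System: luciferase plus luciferin reagent, cell-free; medium: PBS as buffer for the ATP substrate; dosing: test compounds dosed from 2 mM stocks in 100% DMSO; timing: 10 min post-reagent at room temperature; measured by: luminescence measurement of luciferase light output; evaluation: luciferase activation, seen as luminescence increase over controls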
bIAP act: bovine intestinal alkaline phosphatase activators, primary screen, biochemical, bovine IAP, CDP-star luminescence | alkaline phosphatase, intestinal [Bos taurus] | purified bovine IAP, 30 min; hits give high values; fold of DMSO-control signal, blank-subtracted | activation factor at 20 µM | 200,000 tested, 0.17% active | AID 1016, 2008;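 active = activation factor of 2 or more at 20 µM, a signal rise over negative controls twice the positive control's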
TNAP inh noacc: human TNAP enzyme inhibitors, primary screen, biochemical, luminescent, no phosphate acceptor, uHTS. Alkaline phosphatase, tissue-nonspecific isozyme (Homo sapiens), P05186. purified TNAP, CDP-star luminescence, 30 min. inhibition, % at 20 µM. 200,000 tested, 0.26% active. AID 1012, 2008;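 active = tissue-nonspecific alkaline phosphatase inhibition above about 50% at 20 µM in the single-dose screen, limit read from the data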;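 also: 0% = DMSO negative control and 100% = EDTA positive control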
TNAP inh hiacc: human TNAP enzyme inhibitors, primary screen, biochemical, luminescent, high phosphate acceptor level, uHTS | Alkaline phosphatase, tissue-nonspecific isozyme (Homo sapiens), P05186 | purified TNAP, CDP-star luminescence, 1 M DEA | inhibition, % at 20 µM | 200,000 tested, 0.03% active;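 active = over 50% inhibition of tissue-nonspecific alkaline phosphatase at 20 µM in the single-dose screen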;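 also: plate controls were DMSO wells for no effect and EDTA-quenched wells as full inhibition for full effect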
RAM network inh: inhibitors of the yeast RAM network, primary screen, dse1pr::URA3 reporter, 5-FOA selection; S. cerevisiae dse1pr::URA3 reporter, 5-FOA growth OD615, 2 d; analog-sensitive cbk1-as2 kinase mutant strain; 190,000 tested, 1.8% active; inhibition, % at 50 µM;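 active = inhibition above a set limit, 3 SD over mean compound inhibition, cut at about 8.4% in these data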;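 also: 0% = DMSO-only wells with no growth and 100% = 10 µM 1-NA-PP1 full growth; inhibition rescues growth on 5-FOA so higher OD means more RAM inhibition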
FLuc inh counter: firefly luciferase enzyme inhibitors, primary screen, artefact control for luciferase-based inhibitor screens, biochemical, luminescence, ATPLite; Luciferin 4-monooxygenase (Photinus pyralis), P08659; 10 min; inhibition, % at 10 µM; 200,000 tested, 1.5% active; AID 1006, 2008;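 active = inhibition above about 50% when tested at 10 µM, limit read from the data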
Numbers without * were called inactive; . = not tested or not shown.

Under each structure – TNAP act hiacc, APP transl inh, Lmaj promast, bIAP inh, FLuc stim CS, bIAP act, TNAP inh noacc, TNAP inh hiacc, RAM network inh, FLuc inh counter
> Cn1nnnc1SCc1cc(=O)[nH]c2ccccc12
    1, 15, -1, 12, 1.1, 0.9, -10, -4, 1.1, -7
> COc1ccc(CCN(C(=O)C(F)(F)F)C(C(=O)NC2CCCCC2)c2ccc(C)s2)cc1 (stereo not given)
    1, -23, 68*, 7, 1, 0.9, -14, -5, 4.9, -3
> CCN(CC)CCNC(=O)CS(=O)Cc1nc(-c2ccc(Cl)cc2)oc1C (stereo not given)
    1, -5, 2, -2, 1.1, 1, 3, -4, 2.8, -10
> O=S(=O)(Nc1ccc2c(c1)OCCO2)c1cccc2nsnc12
    1, 9, 5, 16, 1, 0.8, -7, -4, 0.4, -2
> O=C(c1ccco1)N1CCN(C(=O)C2CCCN(S(=O)(=O)Cc3ccccc3)C2)CC1 (stereo not given)
    1.1, 3, -7, -4, 1, 1, -11, -5, 1.4, -3
> N#CCSc1nnc(Cc2ccc3c(c2)OCO3)o1
    1, -6, -2, 5, 1, 1, -18, -2, 1.3, -3
> COc1ccc(OCC(=O)OCC(=O)Nc2ccc(S(=O)(=O)N3CCCCC3)cc2)cc1
    1, 15, -8, 14, 1.1, 0.9, -3, -3, 4.5, -7
> CC(C)c1ccc(/C=C/c2ccc(=O)n(C)n2)cc1
    1, -122, 3, 1, 0.2, 1, -11, -5, -2.3, 83*
> COc1ccc(OC)c(S(=O)(=O)n2nc(-c3ccccc3)cc2N)c1
    1, -5, -5, -1, 1, 1, -6, 2, 5.4, 0
> Cc1cccc(-n2c(SCC(N)=O)nc3c(c2=O)C2(CCCC2)Cc2ccccc2-3)c1
    1, -1, -1, 11, 1.1, 0.9, -17, -3, 7.8, -8
> CC(=O)c1cn(CC(=O)NCc2cccnc2)c2ccccc12
    0.9, 8, 4, 4, 1, 1, -6, 5, 1.2, 1
> O=C(CSc1nc2sc3c(c2c(=O)n1-c1ccccc1)CCCC3)NCc1ccco1
    1, 4, -2, 3, 1.1, 1, -10, -4, 4.9, -11
> COC(=O)c1cn(Cc2c(C)cc(C)cc2C)nn1
    1, -1, -7, 1, 1.1, 1, -6, 0, 3.2, -8
> CC(C)(CNS(=O)(=O)c1ccc2c(c1)OCCO2)N1CCOCC1
    1, -7, 16, -13, 1.1, 1.1, 4, 0, 0.7, -7
> Cc1scc(C(=O)NNC(=S)NC(C)c2ccccc2)c1C (stereo not given)
    1, -13, 15, 26, 1, 0.7, -13, -3, 0.9, 0

Compound profiles, as listed above. Order of values: TNAP act hiacc	APP transl inh	Lmaj promast	bIAP inh	FLuc stim CS	bIAP act	TNAP inh noacc	TNAP inh hiacc	RAM network inh	FLuc inh counter
`COc1ccc(CCN(C(=O)C(F)(F)F)C(C(=O)NC2CCCCC2)c2ccc(C)s2)cc1` (stereo not given) is listed as 1	-23	68*	7	1	0.9	-14	-5	4.9	-3
`CC(=O)c1cn(CC(=O)NCc2cccnc2)c2ccccc12` is listed as 0.9	8	4	4	1	1	-6	5	1.2	1
`CCN(CC)CCNC(=O)CS(=O)Cc1nc(-c2ccc(Cl)cc2)oc1C` (stereo not given) is listed as 1	-5	2	-2	1.1	1	3	-4	2.8	-10

New compounds follow:
Under each structure – TNAP act hiacc, APP transl inh, Lmaj promast, bIAP inh, FLuc stim CS, bIAP act, TNAP inh noacc, TNAP inh hiacc, RAM network inh, FLuc inh counter
> COC(=O)[C@H](C)NC(=O)COc1ccccc1
    1, ., -4, 5, 1.1, 1, -13, -2, 1.2, -5
> Cc1cc(Oc2ccccc2)nc(N2CCOCC2)n1
    1.1, ., -4, 11, 1.1, 0.9, -6, -6, 1.8, -8
> O=c1c2ccccc2nc2c3ccccc3c3nncn3n12
    1.1, 2, 29, 6, 1.1, 0.9, 0, -7, 2.1, -10
> COc1ccc(N(C(C)=O)S(=O)(=O)c2cccc3cccnc23)cc1
    1, -1, 54*, 5, 1.1, 1, -19, -1, -0.8, -8
> COc1cc(-n2c(C)nc3cc(C(=O)O)ccc32)cc(OC)c1OC
    1, -12, -3, -5, 1.1, 1, -3, -3, 1.0, -7
> CC(C)CC(=O)NC(=S)Nc1ccc(N2CCOCC2)c(Cl)c1
    1, -1, 4, -5, 1, 1.1, -15, 0, 0.4, -4
> O=C(Nc1cccc(Cl)c1)N(Cc1nc2ccccc2c(=O)[nH]1)C1CCCC1
    1.1, -6, 2, 12, 1, 0.9, -9, -7, 1.8, -5
> Cc1ccc(N2NC(=O)/C(=C/c3ccc(-c4ccc(Cl)c(C(=O)O)c4)o3)C2=O)cc1C
    1, 8, -9, 13, 0.9, 0.9, 10, 3, 4.0, 9
> O=C(Nc1nnc(-c2ccccc2)o1)c1ccc(Cl)cc1
    1, -4, 9, 21, 1, 0.8, -11, -3, 0.1, -1
> Cc1ccc(NC(=O)CSc2ncc(-c3ccccc3)n2C(=O)c2ccccc2)cc1
    1, -25, 0, 9, 1, 0.9, -13, 0, 2.8, -1
> COC(=O)c1ccc(-n2cncn2)c(F)c1
    1, 9, -4, -6, 1, 1.1, -9, -4, 1.3, 0
> Cc1ccc(N(C(=O)c2csnn2)C(C(=O)NC(C)(C)C)c2cccnc2)cc1C (stereo not given)
    1, -10, -3, -7, 1, 1.1, -5, -2, 1.6, 0
> CC(C)c1cc(C(=O)N/N=C/c2cccnc2)cs1
    1.1, 1, -4, -6, 0.4, 1.1, -6, -5, 2.2, 64*
> CCc1ccc(OCc2nnc(SCC(=O)N3CCN(c4ccccc4)CC3)o2)cc1
    1, -13, -6, 11, 1, 0.9, -9, -2, 8.4*, -3
> Cc1nc2cc(-c3cccc(Cl)c3)nn2c(N2CCN(C(=O)c3ccco3)CC2)c1C
    1.1, ., ., -3, 1.1, 1, -8, -6, ., -5

(further entries)
Under each structure – TNAP act hiacc, APP transl inh, Lmaj promast, bIAP inh, FLuc stim CS, bIAP act, TNAP inh noacc, TNAP inh hiacc, RAM network inh, FLuc inh counter
> COc1ccc(CCCc2nnc(SCC(=O)Nc3nc(C)cs3)n2C)cc1C
    1.1, 2, 16, 7, 1, 0.9, -14, -6, 3.5, -4
> CCOC(=O)c1ccc(S(=O)(=O)NNC(=O)c2cccc(N(C)C)c2)cc1
    1, -6, -10, 1, 1, 1, -9, -2, 1.5, -1
> C/C(=N/NC(=O)Cc1ccccc1)c1ccc(C)s1
    1, -4, -3, 0, 1, 1, 1, -2, 1.6, 0
> COc1ccccc1N1CCN(C(=O)C(Cc2ccccc2)NC(=O)C2CCCCC2)CC1 (stereo not given)
    1, -10, 8, 1, 1, 1, -10, -4, 1.4, -4
> CN(C)CCNc1nc2c(c(=O)[nH]c(=O)n2C)n1CCCc1ccccc1
    1.1, 7, 37, 8, 1.1, 0.9, -16, -5, 3.6, -5
> Cn1nnnc1SCC(=O)NCCCc1ccccc1
    1.1, -8, -7, 4, 1.1, 1, -6, -6, 0.5, -7
> CCn1c(C(O)c2ccc(C)cc2)nc2ccccc21 (stereo not given)
    1.1, 4, 7, -6, 1, 1.1, -4, -9, 0.5, -4
> CCOC(=O)NC1(NC(C)C)Oc2ccccc2O1
    1.1, -6, 22, -3, 1.1, 1, -4, -7, 0.7, -7
> Cc1ccc(/C=N/NC(=O)CNC(=O)c2ccc(C)c([N+](=O)[O-])c2)o1
    1.1, 11, 12, -1, 1, 1, -13, -6, 3.6, -1
> CCOc1ccc2[nH]c(=O)c(CN(Cc3ccc(C)cc3)C(=O)N3CCCC3)cc2c1
    1.1, -1, 6, 6, 1, 0.9, -12, -7, 6.9, -4
> CC(C)(C)NC(=O)CSc1nc2ccccc2n1-c1ccccc1
    1, 2, 15, 3, 1, 1, -5, -5, -1.6, -3
> Cc1cc(C)c(C(=O)c2ccc(C(=O)NC(C)(C)C)cc2)c(C)c1
    1, ., 48, 1, 1.1, 1, 1, -4, 3.3, -6
> O=C(c1cccc(C(F)(F)F)c1)C1CCCN(C(=O)CN2CCCC2=O)C1 (stereo not given)
    1, -2, -2, 0, 1.1, 1, -9, -4, 1.8, -7
> Cc1nnc2ccc(N3CCCC3)nn12
    1, 44, -11, 8, 1.1, 0.9, -13, -2, 1.0, -6
> CCOc1ccccc1NC(=O)C1C2C=CC(O2)C1C(=O)O (stereo not given)
    1, 3, 0, 6, 1, 0.9, -9, -4, 0.9, -5

(more compounds)
Under each structure – TNAP act hiacc, APP transl inh, Lmaj promast, bIAP inh, FLuc stim CS, bIAP act, TNAP inh noacc, TNAP inh hiacc, RAM network inh, FLuc inh counter
> COc1ccc(OC)c(S(=O)(=O)N2CCN(C)CC2)c1
    1, 21, -1, 3, 1.1, 1, -2, -2, -1.4, -6
> O=C(c1ccc(S(=O)(=O)N2CCOCC2)cc1)N(c1cccc(Cl)c1)C1C=CS(=O)(=O)C1 (stereo not given)
    1.1, 4, -5, -4, 1, 1, -18, -5, 1.3, -3
> Cc1cccc(C2c3[nH]c4ccccc4c3CCN2C(=O)c2cc(CC(C)C)nc(C)n2)n1 (stereo not given)
    1.1, -1, 46, 1, 1, 1, -4, -7, 2.0, -5
> CC(C)(O)[C@H](O)COc1c2occc2cc2ccc(=O)oc12
    1, -9, -2, 28, 1, 0.7, -4, -2, -0.3, -4
> Cc1cc(C)cc(-n2cnc3cc(C(=O)O)ccc32)c1
    1, 0, -6, 6, 1, 0.9, -3, 2, 3.8, 1
> O=C(NCCc1c[nH]c2ccccc12)OCCSS(=O)(=O)O
    1, -8, 18, -17, 1.1, 1.2, -6, -4, -0.6, -7

From PubChem

This is a random part of the collection. Share with any hit: about 13%.
